High-throughput results deposited in PubChem BioAssay by several laboratories.
PMI inhibition: human PMI inhibitors, high substrate, primary screen, biochemical, fluorescence intensity, high mannose 6-phosphate (AID 1220). 190,000 tested, 0.66% active. recombinant PMI enzyme, coupled fluorescence intensity; higher % means a stronger effect. inhibition, % at 20 µM, or IC50 in µM where a hit was titrated
TNAP activation fold: human TNAP enzyme activators, primary screen, biochemical, luminescent, no phosphate acceptor, uHTS (AID 1001) | purified TNAP, luminescent activation assay, no phosphate acceptor; higher activation fold means a stronger effect | 200,000 tested, 0.03% active | activation fold at 20 µM, or EC50 in µM where a hit was titrated; in the data active = activation fold from about 3, or a potency from the dose series; inactive = the rest, 99 in 100 with activation fold below about 1.6; also: many of its hits are not listed in these tables
LYP phosphatase: inhibitors of LYP phosphatase, biochemical, fluorescence intensity, uHTS (AID 1779) | recombinant LYP phosphatase, fluorescence intensity; higher % means a stronger effect | one-dose inhibition, % at 11.5 µM; IC50 in µM for titrated hits | 290,000 tested, 0.054% active;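 also: plate controls were vehicle with enzyme for no effect and no enzyme for full effect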
M17LAP inhibition: P. falciparum M17LAP inhibitors, primary screen, biochemical, fluorogenic H-Leu-NHMec substrate, 1536-well (AID 1619); 220,000 tested, 0.38% active; inhibition, % at 30 µM; hits with a dose series show IC50 in µM; recombinant M17LAP, H-Leu-NHMec fluorogenic kinetic assay; higher % means a stronger effect;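 active = compound inhibiting the enzyme by more than half at any dose during confirmatory dose-response retesting; inconclusive = strong single-dose inhibitors picked by rank but not retested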;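 also: plate controls were full reaction with DMSO carrier for no effect and no enzyme background for full effect; strong numbers were not always called active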
M1AAP inhibition: malaria alanyl aminopeptidase activity blockers – biochemical, fluorogenic H-Leu-NHMec substrate, 1536-well (AID 1445). recombinant M1AAP, H-Leu-NHMec fluorogenic kinetic assay; higher % means a stronger effect. inhibition, % at 30 µM, or IC50 in µM where a hit was titrated. 220,000 tested, 0.42% active;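 active = primary inhibition above the hit cutoff, then over 50% inhibition at one or more dose response concentrations, cut at about 23% in these data, passing the limit was not always enough; inconclusive = conflicting primary data, or primary hits not chosen for dose response; inactive = low primary inhibition, or under 50% at every dose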;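 also: plate controls were DMSO full reaction for no effect and no enzyme background for full effect; strong numbers were not always called active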
XIAP displacement: XIAP antagonists, biochemical, IAP family, fluorescence polarization (AID 1018); XIAP BIR domain, fluorescence polarization peptide displacement; higher % means a stronger effect; one-dose displacement, % at 20 µM; IC50 in µM for titrated hits; 200,000 tested, 0.007% active; in the data active = displacement above about 50%; also: a part of the inactive calls stands beside numbers as strong as those of hits
CSM14.1 death rescue: protection against thapsigargin-triggered cell killing – 384-well, CSM14.1, ATP luminescence, primary screen (AID 1222); CSM14.1 thapsigargin-induced death rescue, ATP luminescence; higher % means a stronger effect; one-dose cellular ATP content (survival), % at 20 µM; EC50 in µM for titrated hits; 190,000 tested, under 10 active;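 active = EC50 below 50 µM in the dose-response confirmation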;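 also: death triggered by thapsigargin at about 15 µM added after 2 h compound pretreatment; cell ATP read after overnight thapsigargin exposure of roughly 18 to 22 hours; normalized against plate controls of thapsigargin alone and 5% DMSO vehicle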
Myeloid diff 2: promotes myeloid progenitor differentiation. ER-HoxA9 myeloid progenitors, lysozyme-GFP differentiation, flow cytometry. calls only at 10 µM. 360,000 tested, 1% active. AID 624256;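 active = normalized GFP-positive differentiation at or above the plate's own cutoff, the solvent-only control mean plus 3 SD; inconclusive = no clear call, values can overlap the other calls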;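 also: cells exposed to compound for four days before flow analysis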
human PMI inhibition: inhibitors of human PMI, primary screen, biochemical, fluorescence intensity, coupled assay (AID 1209); 190,000 tested, 0.42% active; purified PMI enzyme, coupled fluorescence intensity; higher % means a stronger effect; inhibition, % at 20 µM, or IC50 in µM where a hit was titrated;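 also: plate controls were DMSO vehicle for no effect and wells lacking substrate for full effect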
Myeloid diff 2 GFP+ MAC1+ %: also measured in Myeloid diff 2; calls as there; GFP+ MAC1+ double positive, %; measured here: differentiation confirmed by MAC1 staining
Starred values were filed as active, the others as inactive; i = inactive; ? = inconclusive; . = no result given; + = active, no number. Rule as the data show it, unless noted: active = inhibition above about 50%; inactive = the rest.

Under each structure: PMI inhibition | TNAP activation fold | LYP phosphatase | M17LAP inhibition | M1AAP inhibition | XIAP displacement | CSM14.1 death rescue | Myeloid diff 2 | Myeloid diff 2 GFP+ MAC1+ % | human PMI inhibition
CN(C)C(=O)N1CCCC(C(=O)NCc2cccs2)C1 (stereo not drawn)
 : 11% | 1.1 | -2% | -8% | 2% | -1.1% | . | i | 2.0 | 16%
C=CCn1c(-c2ccccc2OCC)n[nH]c1=S
 : 10% | 0.9 | -11% | -13% | -1% | -12% | . | i | 0.3 | 0%
COc1cc(C(=O)NCC(c2ccco2)N(C)C)cc(OC)c1OC (stereo not drawn)
 : 5% | 0.9 | -7% | 1% | 4% | -8.8% | -2.8% | i | 0.3 | 10%
Cc1ccc(Oc2ccc(Cl)cc2N)cc1
 : -8% | 0.9 | 2% | -5% | -1% | -9.5% | -0.8% | i | 0.4 | -16%
CN(O)C(=O)Nc1ccc([N+](=O)[O-])cc1
 : 1% | 1 | -8% | 13% | 11% | -6.2% | -0.9% | i | 0.1 | 2%
COc1cc2c(cc1OC)C(CSc1ccccc1C(=O)O)=NC(C)(C)C2
 : -19% | 1.1 | -4% | -37% | 7% | -2.7% | 4.1% | i | 0.3 | -13%
O=C(CCCN1C(=O)c2cccc3cccc(c23)C1=O)N1CCN(Cc2ccc3c(c2)OCO3)CC1
 : 5% | 1.1 | -5% | 4% | 13% | -9.4% | -0.6% | i | 0.6 | 9%
CCCCCNc1nc(-c2ccccc2)nc(-n2ccnc2)n1
 : -11% | 1 | -2% | 6% | 2% | -11% | -1.1% | i | 0.3 | -14%
COc1ccc(OC)c(N=C(C)C2=C(O)COC2=O)c1
 : 6% | 1.1 | -4% | -9% | 7% | -9.7% | 2.5% | i | 0.4 | 16%
CCC(=O)Nc1ccc(C(=O)CSc2nnc(-c3ccccc3F)n2CCc2ccccc2)cc1
 : -11% | 1 | 2% | 13% | 2% | -1.0% | -1.2% | i | 0.2 | -2%
O=C(O)C1CSC2(CCN(Cc3ccccc3)CC2)N1 (stereo not drawn)
 : -1% | 1.1 | -1% | 9% | -2% | -6.1% | -1.0% | i | 6.5 | 1%
O=C(CCCN1C(=O)/C(=C/c2cccs2)SC1=S)Nc1ccccn1
 : 7% | 1 | 3% | -17% | -3% | -0.7% | 4.2% | i | 0.7 | 10%
Cc1cccc(NC(=O)CSc2nc3ccccc3o2)c1
 : 9% | 1.1 | 2% | 2% | 1% | -3.3% | -4.0% | i | 0.8 | 17%
CCN1C(C(=O)c2ccccc2)=C(Nc2ccccc2C)c2ccccc2S1(=O)=O
 : 1% | 0.9 | -3% | -8% | 1% | -3.3% | 1.3% | i | 0.5 | -4%
CC(C)c1cc(CN2CCOCC2)cc(C(C)C)c1O
 : . | . | -4% | 0% | 2% | . | . | i | 0.5 | .
CCNS(=O)(=O)c1ccc(CCC(N)=O)cc1
 : -3% | 1.1 | -8% | -5% | 4% | -8.7% | 0.7% | i | 0.4 | -1%
O=c1c2ccccc2c(-c2ccc(Cl)cc2)nn1-c1ccccc1
 : 13% | 1.1 | 8% | 14% | 4% | -2.7% | 0.6% | i | 2.0 | 13%
Cc1ccc(C(=O)Nc2nccs2)cc1
 : 1% | 1.2 | 0% | 3% | -7% | -0.1% | 2.8% | i | 0.6 | -2%
CCC(C)c1ccc(NC(=O)COC(=O)c2nc3nccc(C)n3n2)cc1 (stereo not drawn)
 : -5% | 1 | 4% | -4% | -1% | -6.3% | -1.2% | i | 0.3 | -6%
O=C1CCCCCN1CP(=O)(O)CN1CCOCC1
 : -3% | 1.1 | -3% | . | . | -2.8% | 1.8% | . | . | -16%
CC(C)c1ccccc1NS(C)(=O)=O
 : 1% | 1.1 | -5% | -12% | 2% | -7.4% | -0.3% | . | . | -3%
COc1ccc(/C=C/C(=O)Nc2ccccc2Cl)cc1S(=O)(=O)N1CCOCC1
 : . | . | -4% | 8% | 10% | . | . | i | 0.2 | .
Oc1ccc(/C=C/c2ccc3ccccc3n2)cc1
 : 1% | 1 | 0% | 5% | 12% | -3.8% | -1.0% | + | 1.9* | -2%
O=C(C1=C[C@H](c2ccc(C(F)(F)F)cc2)C[C@H](OCc2ccc(CO)cc2)O1)N1CCOCC1
 : -4% | 1.1 | 1% | -6% | 4% | -4.1% | 1.3% | i | 0.8 | -5%
CN1CCCN(C(=O)/C=C/c2ccc(F)cc2)CC1
 : 8% | 1 | -2% | 2% | 7% | -5.4% | -2.5% | i | 1.2 | 18%
O=C(NC(=O)c1cccc(F)c1)Nc1nc(-c2ccc(F)cc2)cc(C(F)(F)F)n1
 : 3% | 1 | -3% | -8% | -1% | -6.2% | . | i | 0.3 | 3%
CCOC(=O)CSc1nnc(CSc2nc3sc4c(c3c(=O)[nH]2)CCC4)n1C
 : 12% | 1.1 | -7% | 23% | 17% | 0.3% | -1.2% | i | 0.9 | 5%
O=C(Nc1ccc2c(c1)OCO2)C1CCCCN1S(=O)(=O)c1ccc(F)cc1 (stereo not drawn)
 : 22% | 1.1 | -10% | -2% | 13% | -5.6% | -1.4% | i | 0.5 | 14%
C=CCOc1c(Br)cc(/C=N/NC(N)=O)cc1OC
 : -3% | 1.1 | -4% | -1% | -4% | -3.3% | -1.2% | i | 0.3 | 4%
Cc1ccc(C)c2[nH]c(=O)c(CN(Cc3ccco3)S(=O)(=O)c3ccc4c(c3)OCCO4)cc12
 : 11% | 1.1 | 4% | 20% | 12% | -6.2% | -0.7% | + | 3.9* | 16%

Ordered by the number under Myeloid diff 2 GFP+ MAC1+ % (highest first): 3 from the list above
compound	Myeloid diff 2 GFP+ MAC1+ %
CN1CCCN(C(=O)/C=C/c2ccc(F)cc2)CC1	1.2
CCOC(=O)CSc1nnc(CSc2nc3sc4c(c3c(=O)[nH]2)CCC4)n1C	0.9
O=C(C1=C[C@H](c2ccc(C(F)(F)F)cc2)C[C@H](OCc2ccc(CO)cc2)O1)N1CCOCC1	0.8

(continued)
Molecule,PMI inhibition,TNAP activation fold,LYP phosphatase,M17LAP inhibition,M1AAP inhibition,XIAP displacement,CSM14.1 death rescue,Myeloid diff 2,Myeloid diff 2 GFP+ MAC1+ %,human PMI inhibition
CS(=O)(=O)N1CCN(C(=O)C(Sc2ccccc2)c2ccccc2)CC1 (stereo not drawn),13%,1.2,-10%,3%,10%,1.6%,1.6%,i,3.9,10%
O=[N+]([O-])c1ccc(Cl)c(/C=N/Nc2nc(N3CCOCC3)nc(N3CCOCC3)n2)c1,5%,1,-3%,11%,2%,-8.4%,-0.9%,i,0.6,13%
CC(=O)Nc1ccc(SCC(=O)Nc2ccc(Cl)cn2)cc1,2%,1,77%*,1%,0%,-9.9%,.,i,0.8,-1%
O=C1CCCc2c1cc(C(=O)Nc1ccc(Cl)cn1)c(=O)n2-c1ccccc1,14%,1,12%,6%,10%,-4.2%,-1.3%,i,0.5,-13%
Cc1cc(=O)c2ccc3ccccc3c2[nH]1,8%,1.1,-3%,13%,4%,-1.5%,-2.6%,i,0.7,4%
CC(C)Oc1cc(NC(=O)CS(=O)CC(=O)N(C)C)c(Cl)cc1Cl (stereo not drawn),6%,1.1,-7%,3%,6%,1.3%,1.3%,i,0.0,7%
COC(=O)c1cccc(NC(=O)CN2CCN(c3ccc(OC)cc3)CC2)c1,4%,1.1,-3%,8%,6%,0.3%,-0.6%,i,0.9,1%
NC(=O)NCC(=O)N1CCC(C(O)(c2ccccc2)c2ccccc2)CC1,.,.,-6%,-1%,1%,.,.,i,0.5,.
CCOc1ccc(S(=O)(=O)N2CCC(C(N)=O)CC2)c2ccccc12,4%,1.1,-2%,-8%,1%,-2.8%,1.1%,i,5.8,6%
N=C1SC(CC(=O)Nc2ccccc2[N+](=O)[O-])C(=O)N1c1ccccc1 (stereo not drawn),.,.,-1%,4%,11%,.,.,i,0.2,.
CC(C)(C)C(=O)/C(C#N)=C/c1ccc(O)cc1,2%,0.9,0%,4%,11%,-4.9%,-0.8%,i,0.2,4%
CCn1c(=O)n(CC)c2cc(S(N)(=O)=O)c(C)cc21,-4%,1.1,-2%,-13%,1%,-4.2%,-4.2%,i,6.4,4%
FC(F)(F)c1ccc(C2[C@H]3CN(Cc4cccnc4)[C@H](c4ccccc4)C34CC2(c2ccccc2)C4)cc1 (stereo partly drawn),.,.,3%,0%,0%,.,.,i,1.3,.
CCCCCCCn1ccc(O)c(CC(=O)OC)c1=O,-9%,1.1,-11%,-5%,1%,-9.9%,.,i,0.4,-9%
COC(=O)c1sccc1NC(=O)c1cc(-c2cccc(C)c2)nc2ccccc12,-7%,0.9,3%,-2%,0%,-4.1%,-0.2%,i,0.6,-12%
COc1ccc(C(=O)Nc2nc(-c3ccc([N+](=O)[O-])cc3)c(-c3ccc(OC)cc3)s2)cc1,-8%,0.9,0%,-4%,0%,-3.2%,1.9%,i,2.5,4%
Cc1c(Cc2ccccc2)sc(/N=C/c2ccc3ccccc3c2)c1C(N)=O,-51%,1.1,-2%,-3%,12%,-17%,-1.5%,?,.,-26%
CCC(Oc1ccccc1)C(=O)Nc1ccsc1C(=O)OC (stereo not drawn),4%,1.1,-13%,-10%,7%,-14%,2.0%,i,0.5,10%
Cc1ccc2nc(C)c(C)nc2c1N,23%,1.1,-1%,-3%,0%,-4.1%,-2.1%,i,0.3,20%
Cc1ccc(S(=O)(=O)CCC(=O)OCn2nnc3ccccc3c2=O)cc1,-5%,1,2%,-5%,3%,-0.1%,2.1%,i,0.7,-4%
COC(=O)c1[nH]c2ccccc2c1NC(=O)CN1CCN(Cc2ccc3c(c2)OCO3)CC1,7%,1,-9%,-1%,-2%,-7.9%,-1.0%,i,0.3,18%
CCN(CC)c1ccc(NC(=O)CN2CCN(CC(=O)Nc3ccc(F)cc3)CC2)cc1,10%,1.1,-2%,-8%,5%,-1.8%,2.0%,i,1.2,14%
COc1cc(/C=C(/C#N)c2nc3ccccc3[nH]2)ccc1OC(=O)c1ccco1,17%,1,-4%,0%,7%,-6.1%,-1.3%,i,7.7,11%
CC(SCc1cn2cc(Cl)ccc2n1)C(=O)O (stereo not drawn),-3%,1.1,-7%,2%,-1%,-3.4%,-1.2%,i,0.6,-2%

Not a hit list; overall some 2.7% were active at least once.
